ERG-DNA inh: blocks human ERG Ets domain binding to DNA | Potency, µM (titrated, usually from 76.9 µM), for inactives: top-dose FP activity, negative = inhibition, most hits filed as inhibitors | fluorescence polarization, His-ERG Ets domain / labelled DNA | 0.028% of 370,000 active | P11308; active means well fitted inhibition curve with a large enough effect in the polarisation, with a control signal flat; inconclusive means small, poorly fitted or top-dose-only effect, or effect the other way, or a change in a side signal; inactive means no such curve, though single readings can be large or run the other way; the % refers to the polarisation;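 further: polarization taken with two DNA probes labelled with fluorescein and Texas red; potency means the concentration at half of the fitted maximal effect; % of control where 0% means no effect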
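His-tagged ERG Ets domain (1 uM in the protein solution; 300mM KCl, 50mM Tris-HCl, 1mM EDTA, 1mM DTT, pH 7.5) received compound, then a probe mix of 5 nM fluorescein-DNA and 100nM Texas-615-DNA. Fluorescence polarization was read for both dyes.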
POLB inh: inhibitors of human DNA polymerase beta; Pol beta primer extension/strand displacement, fluorescence kinetic; 1.3% of 340,000 active; Potency, µM (doses to about 114 µM), without a hit: at the top dose activity change, negative = inhibition, most hits filed as inhibitors; further: potency means the concentration at half of the fitted maximal effect; on the % scale 0 is the no-effect control and ±100 the full control effect
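Human Pol beta at 10 nM; strand-displacement substrate 50 nM final. Compound exposure 15 min at room temperature before start, reaction 10 min at room temperature.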
APE1 inh: APE1 (human) endonuclease inhibition. P27695. recombinant APE1, TAMRA/BHQ-2 abasic DNA cleavage fluorescence. Potency, µM (highest dose often 65.8 µM), for the others: at the top dose activity change, negative = inhibition, actives largely listed as inhibitors. 0.35% of 350,000 active;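 further: potency means the concentration at half of the fitted maximal effect; plate controls were vehicle for no effect and reference inhibitor for full effect; nearly all actives have a fitted effect of over 55% in size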
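Step 1: APE1 (0.75 nM) with compound, 15 min RT. Step 2: add 50 nM fluorophore/quencher THF duplex. Step 3: three fluorescence reads 60 s apart (525/598 nm); read 3 minus read 1 = reaction progress.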
TRHR agonist: TRH receptor (human) agonism | P34981 | TRHR cells, calcium flux fluo-8, FDSS agonist mode | activation, % at 2 µM | 0.18% of 360,000 active | AID 493084; in the data active means activation above about 30%; further: 0% is about no effect
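Steps: seed TRHR cells overnight; add fluo-8 no-wash Ca dye, RT 30 min–1.5 h; record 10 s baseline; pin-transfer compounds; monitor fluorescence 1 cycle/s for the agonist window. Calcium increases flag candidate agonists.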
Pol iota inh: DNA polymerase iota (human) inhibition | Potency, µM (titrated, usually from 115 µM), without a hit: at the top dose activity, negative = inhibition, most hits filed as inhibitors | Q9UNA4 | AID 588590 | Pol iota fluorescent replication assay, 10 min | 1% of 390,000 active; further: potency means the concentration at half of the fitted maximal effect
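Fluorescent replication assay read twice, at 0 min and 10 min after adding 50 nM (final) substrate. Enzyme (10 nM) and compounds were first incubated 15 min at room temperature; enzyme-free buffer wells were negative controls.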
12-LOX inh: inhibitors of human 12S-lipoxygenase ALOX12 | P18054 | purified 12hLO, xylenol orange hydroperoxide absorbance | Potency, µM (doses to about 108 µM), for inactives: at the top dose activity change, negative = inhibition, usual class: inhibitors | 1.1% of 580,000 active | AID 1671190; further: potency means the concentration at half of the fitted maximal effect; on the % scale 0 is the no-effect control and ±100 the full control effect
Target sequence (P18054 whole entry, looked up): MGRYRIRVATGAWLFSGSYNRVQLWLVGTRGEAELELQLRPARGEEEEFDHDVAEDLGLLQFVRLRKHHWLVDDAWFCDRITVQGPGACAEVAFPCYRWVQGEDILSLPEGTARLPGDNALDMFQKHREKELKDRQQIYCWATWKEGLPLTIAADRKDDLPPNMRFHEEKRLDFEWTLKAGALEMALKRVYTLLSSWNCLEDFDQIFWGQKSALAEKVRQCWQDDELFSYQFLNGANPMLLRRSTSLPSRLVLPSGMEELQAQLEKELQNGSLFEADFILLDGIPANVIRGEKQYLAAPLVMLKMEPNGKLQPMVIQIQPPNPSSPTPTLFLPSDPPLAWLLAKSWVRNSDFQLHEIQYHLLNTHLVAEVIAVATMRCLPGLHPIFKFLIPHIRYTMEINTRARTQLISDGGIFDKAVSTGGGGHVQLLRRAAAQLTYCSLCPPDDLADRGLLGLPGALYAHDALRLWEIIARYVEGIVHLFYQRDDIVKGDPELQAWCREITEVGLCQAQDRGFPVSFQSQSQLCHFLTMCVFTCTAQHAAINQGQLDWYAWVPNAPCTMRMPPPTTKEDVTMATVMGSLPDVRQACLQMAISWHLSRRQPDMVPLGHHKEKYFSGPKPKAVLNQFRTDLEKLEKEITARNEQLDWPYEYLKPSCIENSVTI
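Purified human 12hLO at 150 nM in 25 mM Hepes, 0.01% Triton X-100, pH 7.0, preincubated 15 min at room temperature with compound. Reaction started with 40 uM arachidonic acid, 30 min at room temperature. Hydroperoxide measured by Fe-xylenol orange, 573/405 nm absorbance ratio.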
BLM helicase inh: blocks DNA unwinding by human BLM helicase; P54132; recombinant BLM DNA unwinding, fluorescence dequenching; Potency, µM (doses to about 56.1 µM), without a hit: at the top dose activity change, negative = inhibition, usual class: inhibitors; 0.2% of 350,000 active;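 further: potency means the concentration at half of the fitted maximal effect; plate controls were vehicle for no effect and no enzyme for full effect; nearly all actives have a fitted effect of over 35% in size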
Pol kappa inh: DNA polymerase kappa (human) inhibition | purified Pol kappa, fluorescent DNA synthesis assay, 10 min | 0.53% of 400,000 active | Potency, µM (titrated, usually from 107 µM), for the others: at the top dose activity, negative = inhibition, actives largely listed as inhibitors | Q9UBT6 | AID 588579; further: potency means the concentration at half of the fitted maximal effect; on the % scale 0 is the no-effect control and ±100 the full control effect
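Enzyme at 10 nM met test compounds for 15 min at room temperature. Substrate addition (50 nM final) began the reaction, which was monitored by fluorescence at 0 and 10 min.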
Apoferritin bind: binds horse apoferritin like a general anesthetic; apoferritin/1-aminoanthracene competitive binding, fluorescence; Potency, µM (top dose mostly 77.5 µM), for the others: at the highest dose activity change, negative = displacement, most hits filed as inhibitors; 0.074% of 350,000 active; AID 485281; P02791; further: potency means the concentration at half of the fitted maximal effect; on the % scale 0 is the no-effect control and ±100 the full control effect; nearly all actives have a fitted effect of over 20% in size
Target sequence (P02791 2-175 limits assumed): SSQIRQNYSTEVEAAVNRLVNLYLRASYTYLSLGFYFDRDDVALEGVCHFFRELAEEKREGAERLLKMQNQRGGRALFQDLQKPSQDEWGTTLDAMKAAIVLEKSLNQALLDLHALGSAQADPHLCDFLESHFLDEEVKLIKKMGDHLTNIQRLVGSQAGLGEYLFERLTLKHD
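Concentration-response curves derived by four-parameter Hill fitting of normalized fluorescence, where compounds displaced 1-AMA from 10 uM horse apoferritin following a brief 10 min room-temperature incubation; propofol titration acted as positive control.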
Active calls of the source: *; ? = inconclusive; . = not tested or not shown; & = joins results of further samples; [ ] = dose if it differs, or a comment. Unless noted, the call rests on the fitted dose curve; in most records, active means well fitted curve in the direction sought with a large enough effect; inconclusive means small, poorly fitted or top-dose-only effect, or another doubt; inactive means no such curve, though single readings can be large; an effect the other way counts as inactive or inconclusive.

compound	TRHR agonist	BLM helicase inh	ERG-DNA inh	Apoferritin bind	Pol iota inh	12-LOX inh	APE1 inh	POLB inh	Pol kappa inh
Cc1cccc(NC(=O)CCCn2cc([N+](=O)[O-])cn2)n1	-0.6	-1%	-13%	-11%	16%	0%	2%	-2%	4%
O=C(NCC(=O)N1CCCC1C(=O)O)OC1CCCCC1 (configuration not stated)	-2.0	2%	2%	-11%	5%	155%[activator]	-1%	-4%	-22%
Cc1cccc(-n2c(C)cc(/C=N\NC(=O)c3ccco3)c2C)c1	-1.2	-4%	-10%	-17%	14%	-19%	-3%	-23%	-5%
Cc1cccc([C@H]2[C@@H]3C=CCC[C@@]3(C)C(=O)N2Cc2ccccc2)c1	.	-3%[75.6 µM]	.	?	.	.	-4%	.	-5%
CCN(CC)S(=O)(=O)c1ccc2c(c1)nc(CCC(=O)Nc1ccc3c(c1)OCO3)n2CC	-0.4	-5%	-2%	-13%	76%	-14%	4%	25%	-10%
Cc1cc(C)c2c(CN3CCN(Cc4ccc5c(c4)OCO5)CC3)cc(=O)oc2c1	0.0	-12%	-13%	-18%	3%	?	1%	22%	-12%
CC1(C)CC(=O)C(/C=N/c2ncccc2C(=O)O)=C(O)C1	-0.5	-6%	-8%	-15%	8%	0%	7%	-2%	-11%
Cc1ccc(Cn2c(=N)c(C(=O)NCC3CCCO3)cc3c(=O)n4cccc(C)c4nc32)cc1 (configuration not stated)	-1.9	3%	1%	7%	5%	-22%	13%	4%	3%
O=C(Nc1ccccc1C(=O)NCC1CCCO1)c1ccccc1 (configuration not stated)	-0.1	0%	5%	-13%	19%	0%	1%	12%	-3%
CCCCNC(=S)NCC(c1ccccc1)c1c[nH]c2ccccc12 (configuration not stated)	0.6	-12%	-3%	-15%	13%	45µM*	-8%	-28%	1%
CCOc1ccc(/C=c2\sc3nc(-c4ccco4)nn3c2=O)cc1OCC	-0.5	1%	-12%	17%	?	?	16%	1%	?
COc1ccc(NC(=O)COC(=O)CCc2ccc(S(=O)(=O)N3CCOCC3)cc2)c(OC)c1	.	.	9%	.	23%	-12%	3%	.	-3%
COc1ccc(C(=O)Nc2nnc(-c3ccc(F)cc3)s2)c(OC)c1	0.7	1%	1%	-5%	-9%	17%	14%	12%	2%
O=C(c1cnn(C(=O)CN2CCCC2=O)c1)c1ccccc1O	0.7	.	-11%	.	-3%	10%	0%	.	-11%
COc1cccc(N2C(=O)CC(N3CCN(S(=O)(=O)c4ccccc4)CC3)C2=O)c1 (configuration not stated)	-0.3	-4%	7%	-1%	4%	13%	-1%	12%	-3%
COc1c(Cl)cc(Cl)cc1CNCCNCCO	-0.1	0%	.	-10%	-1%	10%	1%	12%	-6%
Cc1cccc(C(=O)NC(=S)Nc2ccc(S(=O)(=O)N3CCN(C)CC3)cc2)c1	0.1	0%	-12%	?	2%	?	-1%	0%	-12%
O=c1oc2ccccc2cc1-c1csc(Nc2nc3ccc(F)cc3s2)n1	-0.1	-13%	.	4%	.	.	-6%	-8%	.
O=S(=O)(NCCCN1CCN(c2ccccc2F)CC1)c1cccc2cccnc12	-1.6	0%	-1%	?	-10%	.	1%	-18%	-6%
Cc1c(C(=O)N2CCCC2)oc2c1-c1nn(CC(=O)NCc3ccc(OC(C)C)cc3)cc1CC2	-0.3	-6%	-1%	-6%	26%	-15%	.	3%	-7%
COc1cccc(C2C(C(=O)Nc3ccc(C)cc3C)=C(C)Nc3c(C(=O)Nc4cccc(C)c4)cnn32)c1OC (configuration not stated)	0.4	-5%	10%	0%	14%	0%	.	-3%	-3%
Cc1ccc(C)c(N(CC(=O)NC2CCCC2)C(=O)c2cc3cc4cc(C)ccc4nc3s2)c1	1.0	-3%	.	-8%	24%	12%	12%	36%	-10%[60.1 µM]
S=c1[nH]nc(C23CC4CC(CC(C4)C2)C3)n1Cc1ccco1	.	-6%	1%	?	14%	?	18%	26%	-7%
CCC(C(=O)NC(C)CCc1ccco1)n1nc(C)n2c(cc3occc32)c1=O (configuration not stated)	-1.0	3%	-4%	-6%	7%	0%	10%	2%	1%
O=C(Nc1ccc(-c2csc(Nc3ccccc3)n2)cc1)c1cc([N+](=O)[O-])cc(C(F)(F)F)c1	0.0	-12%	-7%	-7%	24%	-14%	18%	7%	-4%

The final 3 entries of the part before are carried over, then new ones follow:
compound	TRHR agonist	BLM helicase inh	ERG-DNA inh	Apoferritin bind	Pol iota inh	12-LOX inh	APE1 inh	POLB inh	Pol kappa inh
S=c1[nH]nc(C23CC4CC(CC(C4)C2)C3)n1Cc1ccco1	.	-6%	1%	?	14%	?	18%	26%	-7%
CCC(C(=O)NC(C)CCc1ccco1)n1nc(C)n2c(cc3occc32)c1=O (configuration not stated)	-1.0	3%	-4%	-6%	7%	0%	10%	2%	1%
O=C(Nc1ccc(-c2csc(Nc3ccccc3)n2)cc1)c1cc([N+](=O)[O-])cc(C(F)(F)F)c1	0.0	-12%	-7%	-7%	24%	-14%	18%	7%	-4%
CCN(CC)CCN1C(=O)C2C(C(=O)Nc3cccc(C)c3)C3C=CC2(O3)C1C(=O)NC1CCCC(C)C1C (configuration not stated)	-0.6	-1%	0%	0%	26%	?	27%	8%	-2%
COc1ccc2nc(Nc3nc(CSc4ccc(C)cc4)cc(=O)[nH]3)nc(C)c2c1	1.0	0%	-8%	3%	94%[activator]	6%&-5%	4%	1%	5%
Cc1cc(=O)oc2cc(OC(=O)C3CCN(C(=O)c4ccc(F)cc4)CC3)ccc12	-0.4	.	-4%	.	7%	-13%	6%	.	-13%
CC1(C(=O)NCC2CCCO2)Oc2cccnc2NC1=O (configuration not stated)	-0.5	-3%	-10%	-4%	159%[activator]	2%	2%	-9%	-5%
CC1(C)Cc2c(sc(NC(=O)C(=O)NCC3CCCO3)c2C(N)=O)CO1 (configuration not stated)	0.4	0%	14%	-11%	17%	13%	35%	31%	5%
COC(=O)c1c(NC(=O)CCCC(=O)O)sc2c1CCC2	-0.6	-1%	2%	-6%	-24%[58.9 µM]	-11%	13%	1%	-31%
O=C(COC(=O)Cc1ccccc1F)Nc1cccc(F)c1	-0.1	-8%	-1%	-22%	15%	-12%	3%	0%	2%
CCCNC(=O)Cn1c(-c2ccc(F)cc2)cc(C(=O)OCC)c1C	-0.2	-11%	-10%	-2%	67%[activator]	-12%	9%	32%	-2%
CCCCn1c(SCC(=O)c2ccccc2)nc2c(sc3ccccc32)c1=O	0.4	-2%	8%	-9%	14%	2%	.	0%	-8%[60.1 µM]
Cc1nonc1OCCN1CCN(c2ccccc2[N+](=O)[O-])CC1	0.4	-8%	-7%	-4%	26%	-20%	-2%	2%	-3%
CC(C)(C)c1cc(CSC(=S)NC2CCS(=O)(=O)C2)c(Br)c(C(C)(C)C)c1 (configuration not stated)	-0.9	-26%	1%	-3%	25%	26%	6%	-2%	-2%
O=C(NCCC1=CCCCC1)Nc1ccc2nsnc2c1	0.1	-9%	5%	-14%	14%	?	10%	1%	2%
Oc1c(C=C2N=c3ccccc3=N2)sc(=S)n1-c1ccc2ccccc2c1	0.4	-7%	18%	-5%	17%	-6%	2%	0%	-3%
Cn1nnnc1Sc1ncnc2scc(-c3cccc(Br)c3)c12	-1.6	.	.	.	5%	-3%	13%	.	-10%
COc1cccc(-c2nccc(NCc3ccccc3)n2)c1	.	-10%	.	.	.	?	1%	.	-14%[60.1 µM]
O=C(CSc1nnc2scc(-c3ccccc3)n12)c1ccc2c(c1)OCCO2	-0.4	-8%	-5%	-6%	7%	436%[activator]	-6%	18%	-1%
COc1ccc(Nc2ncnc3sc(C)cc23)c(OC)c1	0.1	-1%	-6%	-7%	125%[activator]	?	-1%	40%	-3%
Oc1c(CNc2ccccc2)cc(COCc2ccccc2)c2cccnc12	0.1	.	.	.	53%[activator]	-55%	4%&-12%	.	-14%
Cc1ccc2nc(CSc3nnc(NC(=O)C(C)C)s3)cc(=O)n2c1	-0.1	-2%	-5%	-13%	11%	0%	.	17%	-14%[60.1 µM]
CCOc1ccc(/C=N/NC(=O)c2cc3ccccc3cc2OC)cc1	-0.7	-7%	5%	-15%	35%	0%	22%	23%	7%
CCOc1ccc(CC(=N)C2=C(O)CC(C)(C)CC2=O)cc1OCC	-0.1	4%	2%	-4%	158%[activator]	-1%	2%	-1%	-6%
Cc1cc(NC(=O)CSc2nnc(COc3cccc(C)c3C)n2Cc2ccco2)no1	-0.7	-2%	-5%	-11%	?	-16%	-8%	-1%	-12%
CCCS(=O)(=O)N1CCCC(C(=O)NCCN2CCOCC2)C1 (configuration not stated)	-0.2	1%	-3%	-4%	12%	0%	0%	29%	-2%
O=C(CN1CCSc2ccccc21)NCc1ccccc1F	-0.6	3%	-2%	-4%	65%[activator]	-24%	.	-5%	-5%[60.1 µM]
O=C(Nc1ccccc1)C1COc2ccccc2O1 (configuration not stated)	-0.3	-3%	9%	?	46%[activator]	0%	24%	27%	-2%
COc1ccc(OC)c(N(C)S(=O)(=O)c2ccc3c(c2)N(C(C)=O)CCO3)c1	0.0	-2%	-11%	-10%	17%	-10%	6%	14%	-19%
Cn1c(=O)n(C)c2cc(N3CCCC3)c(NC(=O)c3cccc(F)c3)cc21	-0.6	0%	10%	-7%	23%	30%	25%	18%	6%
COC(=O)C1Cc2c([nH]c3ccccc23)CN1C(C)=O (configuration not stated)	0.3	-3%	1%	7%	35%[activator]	?	37%	-8%	-11%

Not all compounds are listed; the hit share may differ from the screen's.
